# Yp Topo-I inh – Y. pestis Topo-I inhibition via cleavage products; Y. pestis Topo-I cleavage product accumulation, plate reader; activity, % at 10 µM; actives 0.064% (n = 360,000); AID 504884; in the data active means activity above about 50%, passing the limit was not always enough; inconclusive means no clear call, values can overlap the other calls; further: inactives centre near 2
# Anthrax LF inh2 – inhibitors of Bacillus anthracis lethal factor protease | AID 588501 | multiplex microsphere protease cleavage assay, LF | inhibition, % at 10 µM | P15917 | actives 0.12% (n = 360,000); further: plate controls were buffer without enzyme for full effect and enzyme alone for no effect
# Target sequence (P15917 whole entry, looked up): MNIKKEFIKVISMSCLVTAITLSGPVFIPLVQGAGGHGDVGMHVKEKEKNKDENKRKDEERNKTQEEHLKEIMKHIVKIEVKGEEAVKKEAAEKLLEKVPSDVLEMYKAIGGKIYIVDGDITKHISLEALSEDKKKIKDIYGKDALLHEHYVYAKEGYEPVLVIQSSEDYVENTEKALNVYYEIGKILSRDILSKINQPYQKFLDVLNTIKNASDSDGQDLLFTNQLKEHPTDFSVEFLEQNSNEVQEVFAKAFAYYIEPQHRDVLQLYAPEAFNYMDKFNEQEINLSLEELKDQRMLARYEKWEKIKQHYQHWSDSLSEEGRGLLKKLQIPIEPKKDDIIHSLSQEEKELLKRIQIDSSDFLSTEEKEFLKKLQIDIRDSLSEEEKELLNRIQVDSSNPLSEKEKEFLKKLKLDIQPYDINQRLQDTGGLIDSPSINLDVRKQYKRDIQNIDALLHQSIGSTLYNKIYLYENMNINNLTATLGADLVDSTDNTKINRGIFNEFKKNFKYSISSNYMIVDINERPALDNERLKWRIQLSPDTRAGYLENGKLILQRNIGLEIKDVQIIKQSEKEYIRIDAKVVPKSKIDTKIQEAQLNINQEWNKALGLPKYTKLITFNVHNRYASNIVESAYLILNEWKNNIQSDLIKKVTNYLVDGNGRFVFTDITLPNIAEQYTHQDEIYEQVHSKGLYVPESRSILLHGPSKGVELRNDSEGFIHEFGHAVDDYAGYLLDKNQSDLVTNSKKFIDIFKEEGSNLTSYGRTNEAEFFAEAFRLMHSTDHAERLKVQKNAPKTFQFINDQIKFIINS
# TcdB GH inh – TcdB glycohydrolase inhibition | P18177 | TcdB glycohydrolase enzymatic assay, plate reader | inhibition, % at 9.99 µM | actives 0.24% (n = 350,000) | AID 652162; in the data active means inhibition above about 10%
# PfHsp40 yeast – rescue of PfHsp40-mediated yeast toxicity; S. cerevisiae expressing PfHsp40, growth rescue, ATP luminescence; growth rescue, % at 12.5 µM; actives 0.68% (n = 340,000); in the data active means growth rescue above about 28%, passing the limit was not always enough; inconclusive means no clear call, values can overlap the other calls;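 further: yeast W303a lacking pdr1 and pdr3 grown in galactose medium; growth measured after three days at 30 °C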
# Vc quorum ag – inducers of Vibrio cholerae quorum light production without autoinducers; V. cholerae BH1578 lux reporter, luminescence, 6 h; activation, % at 18.7 µM; actives 0.16% (n = 350,000); in the data active means activation mostly above about 9.7%, no sharp cut-off; inconclusive means no clear call, values can overlap the other calls; inactive means mostly below about 3.7%; further: not every result past the cut was called active; inactives centre near 0; reference of the scale not given here
# BoNT-A LC inh2 – BoNT A light chain protease inhibition. multiplex microsphere protease substrate cleavage, flow cytometry. inhibition, % at 10 µM. actives 0.17% (n = 360,000). AID 588499; further: plate controls were buffer without enzyme for full effect and enzyme alone for no effect
# PrPC surface inh – inhibitors of human cell surface prion protein PrPC. P04156. TR-FRET read-out. inhibition, % at 13.8 µM. actives 0.43% (n = 370,000); in the data active means inhibition above about 24%; further: 0% = median of the test wells and 100% = reference compound wells
# 3CLpro inhibitor – SARS-CoV 3CLpro protease inhibition | recombinant SARS-CoV 3CLpro, quenched FRET peptide cleavage | P0C6X7 | inhibition, % at 6 µM | AID 1706 | actives 0.14% (n = 290,000); in the data active means inhibition above about 12%
# SSB-PriA inh – K. pneumoniae PriA-SSBct interaction inhibition | AlphaScreen SSBct-PriA binding, biotinylated peptide | inhibition, % at 33 µM | actives 0.6% (n = 430,000); in the data active means inhibition mostly above about 37%, no sharp cut-off; inactive means mostly below about 20%;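 further: plate controls were negative control peptide for no effect and reference peptide for full effect; strong numbers were not always called active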
# * marks the source's active call; other numbers are inactive results; i = inactive; ? = inconclusive; · = not tested or not shown; & = joins results of further samples. Unless noted, no stated cut-off is given here; in the data, active means inhibition above about 30%; inconclusive means no clear call, values can overlap the other calls; inactive means below that.
SMILES,Yp Topo-I inh,Anthrax LF inh2,TcdB GH inh,PfHsp40 yeast,Vc quorum ag,BoNT-A LC inh2,PrPC surface inh,3CLpro inhibitor,SSB-PriA inh
Cc1ccc2c(c1)C1(C(=O)N2)N2CCCC2C(C(=O)c2ccc3ccccc3c2)C12C(=O)Nc1ccccc12 (stereo unspecified),10,0,-0.1,0.2&1.7,0.2,0.4,3,·,18
Cn1c(CNS(=O)(=O)c2ccc(Br)cc2)n[nH]c1=S,1,-4,·,0.8,i,0.3,0,5,-4
CCN(CC(F)(F)C(F)F)S(=O)(=O)c1ccc(NC(=O)OC)cc1,-2,1,·,-0.8,-2.9,0.2,4,-3,-19
COc1ccc(CN2CC(=O)N(c3ccccc3OC)C2=S)cc1OC,1,9,0.4,-1.0,-0.9,5.2,5,-4,-13
COc1ccc(NC(=O)C=C(C)C)cc1Cl,8,0,·,-1.7,i,-0.6,1,-4,-6
COC(=O)C1=C(C)N(c2ccc(C)c(C)c2)/C(=C/c2ccco2)C1=O,-6,2,·,0.2,-3.3,0.1,·,-3,6
CC(CCc1ccccc1)NCc1ccncc1 (stereo unspecified),6,-5,·,1.5,i,0.0,7,-5,1
COc1ccccc1NS(=O)(=O)c1cc(N=N/C(C(=O)Nc2ccc(Cl)cc2)=C(/C)O)ccc1C,2,-3,-2.9,-0.4,i,-1.6,4,·,·
Nc1nc(NCc2ccccc2)nc(NCCO)c1[N+](=O)[O-],7,·,0.8,-0.4,i,·,-11,1,-3
Cc1ccccc1C(=O)N1CCC(C(=O)N(C)CCOc2ccccc2)CC1,1,0,0.3,-2.1,-0.4,-1.3,3,0,-19
COc1ccc(C2Nc3ccccc3C(=O)N2Cc2ccco2)cc1COc1ccc(F)cc1 (stereo unspecified),1,-6,·,2.9,i,-1.1,7,7,-5
S=C(NCCSCc1ccc(Cl)cc1)Nc1ccccc1,7,10,·,?,0.9,2.2,2,8,1
Cc1ccc2nc(NCCc3ccccc3)c3nncn3c2c1,6,-2,-1.0,-1.4,111*,-2.0,4,1,-11
COC(=O)C(/C=N/OCc1ccc([N+](=O)[O-])cc1)NC(=O)c1ccccc1 (stereo unspecified),-2,-4,·,0.1,1.8,0.0,-9,3,·
CCOC(=O)C1=C(C)Nc2sc(C(=O)c3ccc(F)cc3)c(N)c2C1c1ccc(C(=O)OC)cc1 (stereo unspecified),-3,1,·,0.2,0.2,14,5,-3,-4
COc1cc(OC)cc(C(=O)NC(=S)NNC(=O)Cc2cccs2)c1,4,1,5.3,9.8,-0.2,-0.5,5,1,14
CC(=O)c1[nH]c(C)c(C(=O)N2CCCC(Nc3cccc(F)c3)C2)c1C (stereo unspecified),-7,-1,1.3,-0.6,2.4,0.8,-3,-2,-5
CC(=O)Nc1cccc(Nc2ccc(C#N)cc2)c1,·,-2,1.8,·,·,0.0,-3,·,·
CNS(=O)(=O)c1cnccc1N1CCN(c2cccc(C)c2)CC1,7,-4,·,-2.2,i,-0.9,5,2,8
Cc1ccc(C)c(NC(=O)CSc2nc3nc(-c4cccs4)cc(C(F)(F)F)c3c(=O)[nH]2)c1,1,-4,-0.7,2.1,-0.4,-0.7,7,5,-7
O=C(COC(=O)c1ccccc1[N+](=O)[O-])Nc1cc(S(=O)(=O)N2CCOCC2)ccc1N1CCCC1,13,-5,0.6,1.9,-0.4,0.1,1,3,-4
Nc1ccc(C(=O)Nc2cccc(NC(=O)c3ccc(N)cc3)c2)cc1,-1,1,1.2,2.5,-0.7,-0.4,-3,-1,-4
Cc1ccc(S(=O)(=O)N2CCN(C(=O)CSc3nc4ccccc4c(=O)[nH]3)CC2)c(C)c1,29,1,·,1.3,-0.2,-0.2,4,3,7
Cc1[nH]c(=S)c(C#N)c(-c2ccccc2)c1C(=O)Nc1ccccc1,-2,6,1.0,3.8,i,-0.6,-5,2,-8
Cc1c(C(=O)N(Cc2ccco2)Cc2cccs2)oc2ccccc12,17,2,-0.6,-1.0,-1.3,0.1,4,·,-9

# Some values from the list:
# Yp Topo-I inh result of `S=C(NCCSCc1ccc(Cl)cc1)Nc1ccccc1` : 7
# PrPC surface inh result of `COc1ccc(C2Nc3ccccc3C(=O)N2Cc2ccco2)cc1COc1ccc(F)cc1` (stereo unspecified) : 7
# Yp Topo-I inh result of `COc1ccc(NC(=O)C=C(C)C)cc1Cl` : 8
# 3CLpro inhibitor result of `CC(CCc1ccccc1)NCc1ccncc1` (stereo unspecified) : -5

# (list continues)
SMILES,Yp Topo-I inh,Anthrax LF inh2,TcdB GH inh,PfHsp40 yeast,Vc quorum ag,BoNT-A LC inh2,PrPC surface inh,3CLpro inhibitor,SSB-PriA inh
Cc1ccc(-n2ccnc(SCC(=O)NC3CCCC3)c2=O)cc1F,5,-4,0.8,0.0,i,1.9,-11,·,4&1
COCCCNCCOCCOc1ccc(C)cc1[N+](=O)[O-],12,-2,·,0.0,-3.1,0.1,-6,-3,-13
Cc1ccccc1C(=O)Nc1ccc(Br)c(C)n1,2,4,·,0.0,i,0.7,2,-1,-19
Cc1ccc(S(=O)(=O)NCC(C)n2nc(C)nc2C)cc1 (stereo unspecified),3,14,0.6,-1.3,-0.2,-1.6,-7,0,-5
O=C(CN1C(=O)c2ccccc2S1(=O)=O)N1CCc2ccccc2C1,0,-3,·,-0.9,-1.0,-0.9,2,4,-13
O=C(CSc1ncnc2ccccc12)N1CCCC1,3,-12,2.0,0.1,-0.2,-0.4,4,-3,-17
N#C/C(=C/c1ccc(C(=O)O)cc1)C(=O)NCc1ccccc1,2,-2,-0.4,0.9,-0.2,?,-4,-7,-4
CC(=O)OC[C@@H]1CN(Cc2ccccc2)C[C@H](n2cnc3c(NCc4ccco4)ncnc32)O1,15,1,-5.1,·,i,-0.5,8,·,·
Cc1c(C(=O)NCc2cccc([N+](=O)[O-])c2)sc(=O)n1Cc1ccc(F)cc1,13,2,1.2,·,i,-0.3,-12,·,·
COc1ccc2c(C)cc(C)nc2n1,1,-4,-0.3,-1.2,-1.0,3.2,-3,0,-3
Cc1ccc(N(CC(=O)O)C2SC(=O)NC2=O)cc1 (stereo unspecified),13,4,·,-1.7,-8.3,0.0,4,-1,-5
CCCN1C/C(=C/c2ccc3c(c2)OCO3)C(=O)/C(=C/c2ccc3c(c2)OCO3)C1,5,0,0.9,5.2,i,5.3,-3,0,-1
O/N=C/c1ccccc1OCc1ccccc1Cl,-5,-2,·,-1.1,·,0.3,0,0,·
CCCCCC(=O)NC(=S)Nc1ccc(Cl)cn1,7,0,-8.9,12,-0.3,-0.4,13,0,-5
Cc1ccc(NS(=O)(=O)c2cccs2)cc1S(=O)(=O)N1CCCCCC1,-5,1,-0.4,3.2,i,0.6,2,4,-5
COc1ccc(NS(=O)(=O)CC23CCC(CC2=O)C3(C)C)cc1 (stereo unspecified),-7,-4,·,-1.3,-0.4,-1.6,-4,-3,-6
CNC(=O)c1cc2c(=O)n3cccc(C)c3nc2n(C(C)C)c1=N,1,-5,·,-1.6,i,0.8,-34,-2,2
Cc1ccccc1N(CC(=O)NCCc1ccccc1)C(=O)CCC(=O)Nc1ccccn1,25,-18,0.5,-0.5,i,-0.7,-1,1,-5
CCOc1ccc(C(=O)COC(=O)C2CCN(c3ccc(C(F)(F)F)cn3)CC2)cc1,5,-1,0.9,0.1,i,2.9,-3,·,0
CCOc1ccc(NC(=O)CSc2nnc(CCNC(=O)c3ccc(OC)cc3)n2C)cc1,8,2,-3.3,0.1,-0.2,?,·,-2,-1
Cc1ccc(OCC(=O)Nc2ccncc2)c(C)c1,5,-11,1.1,-0.9,0.5,-0.7,5,6,-12
COc1ccc(-c2nn(CCC#N)cc2C(=O)NCc2ccccc2)cc1[N+](=O)[O-],11,-7,1.6,0.9,i,-1.7,-25,2,3
COc1cc2c(cc1NC(=O)CCCN1C(=O)CCC1=O)oc1ccccc12,6,-2,·,-1.6,0.3,0.3,5,5,6
CC(NC(=O)CN1CCCC1)C12CC3CC(CC(C3)C1)C2 (stereo unspecified),48,0,·,-1.1,i,2.8,6,-2,-15
CC(=O)c1cccc(Nc2nc(-c3cccc([N+](=O)[O-])c3)cs2)c1,-1,0,·,-1.1,-4.3,-1.1,2,-10,-5

# (further entries)
SMILES,Yp Topo-I inh,Anthrax LF inh2,TcdB GH inh,PfHsp40 yeast,Vc quorum ag,BoNT-A LC inh2,PrPC surface inh,3CLpro inhibitor,SSB-PriA inh
COC(=O)C1(c2ccccc2)NC(c2cccs2)C2C(=O)N(C)C(=O)C21 (stereo unspecified),0,0,·,0.1,5.0,-1.1,-4,1,0
O/N=C(\C[n+]1ccccc1)c1ccc(Br)cc1,6,-2,0.3,1.4,i,-0.2,6,3,·
CCCOc1ccc(CC(CC(=O)O)(C(=O)O)C(=O)O)cc1,-4,-7,·,0.3,2.1,0.4,-4,-7,-14
CC1(C(=O)Nc2ccc3c(c2)OCCO3)CCN1Cc1ccc2ccccc2c1 (stereo unspecified),25,4,0.8,·,i,0.1,-2,·,·
COC(=O)c1cc(-c2ccc(Cl)cc2Cl)n[nH]1,5,-2,0.6,2.0,-0.3,-0.8,4,-1,-3&-5
CC1(C)CC(NC(=O)c2ccccc2)CC(C)(C)N1,4,-5,-0.2,-1.5,-2.1,-0.6,9,0,-5
COc1ccc(NC(=O)c2cc(-c3ccccc3)nc3c2cnn3C(C)C)c(OC)c1,22,-7,0.1,-0.1,-7.1,2.3,2,·,6
Cc1cccc(NC(=O)CCc2nnc3ccc(NCc4ccco4)nn23)n1,6,-2,1.4,0.0,-0.3,-0.2,-6,-2,-7
COc1cc(OC)cc(C(=O)NCC(=O)OCC(=O)c2cc(C)n(Cc3ccco3)c2C)c1,2,-2,1.1,0.4,-0.3,-0.9,5,-3,15
NC(=NCc1ccco1)NC(=O)c1ccc(Cl)cc1,2,-7,-0.5,-0.3,-0.2,-5.6,5,4,2
N=C1SC(c2ccccc2)C(=O)N1c1ncc(Cc2ccccc2)s1 (stereo unspecified),1,2,-0.6,0.1,i,-0.7,0,0,-4
O=C(NCc1cccs1)C1CCCN1C(=O)Nc1cccc(Cl)c1 (stereo unspecified),-9,-3,1.4,-0.5,-0.4,-0.8,11,7,-7
CCn1nc(C(=O)Nc2ccc(S(=O)(=O)Nc3nccs3)cc2)c2ccccc2c1=O,43,4,·,2.6,·,-2.0,-1,1,-19
CCOC(=O)N1CCC(N(C(=O)Nc2ccccc2)C(C)CC)CC1 (stereo unspecified),1,-10,·,0.2,-4.8,0.3,0,-3,-12
COc1ccccc1-c1nc2ccc(Cl)cc2c(=O)n1O,9,0,0.9,11,i,-1.8,3,0,-4
CC(C)(C)c1ccc(S(=O)(=O)NCC2CCCO2)cc1 (stereo unspecified),5,-1,0.0,-0.2,i,-0.7,-3,-1,8
O=C(NN1C(=O)c2ccccc2NC1c1cccnc1)c1ccc([N+](=O)[O-])cc1 (stereo unspecified),?,-1,1.4,-0.2,-0.3,-0.3,-24,1,-19
O=C(NN1CCOCC1)c1ccccc1Br,-3,-12,-0.3,1.9,i,-2.8,-10,0,-5
CCc1cc(CNC(=O)C2CCC(=O)N(Cc3ccc(Cl)cc3)C2)on1 (stereo unspecified),3,-1,0.2,-1.3,-0.9,-6.1,3,0,7
Cc1nc(SCC(=O)Nc2cccc(Cl)c2)n[nH]1,-4,-2,0.4,-0.2,·,0.0,1,4,-12
Cn1c(N2CCN(S(=O)(=O)c3ccc(F)cc3)CC2)nc2ccccc21,6,2,-0.8,-0.6,-0.3,-0.6,3,2,-2
CCOc1ccc(CCNC(=O)C2CC(=O)N(C3CCCC3)C2)cc1OCC (stereo unspecified),-4,5,·,-1.6,i,1.9,9,-2,-7

# Exported as labelled records: part of the list above.
> CC1(C(=O)Nc2ccc3c(c2)OCCO3)CCN1Cc1ccc2ccccc2c1 (stereo unspecified)
  Yp Topo-I inh = 25
  Anthrax LF inh2 = 4
  TcdB GH inh = 0.8
  PfHsp40 yeast = ·
  Vc quorum ag = i
  BoNT-A LC inh2 = 0.1
  PrPC surface inh = -2
  3CLpro inhibitor = ·
  SSB-PriA inh = ·
> O=C(NN1CCOCC1)c1ccccc1Br
  Yp Topo-I inh = -3
  Anthrax LF inh2 = -12
  TcdB GH inh = -0.3
  PfHsp40 yeast = 1.9
  Vc quorum ag = i
  BoNT-A LC inh2 = -2.8
  PrPC surface inh = -10
  3CLpro inhibitor = 0
  SSB-PriA inh = -5

# Source: PubChem BioAssay (several laboratories)

# An excerpt (hit frequency here may not be typical).
